# Screening data: PubChem, several laboratories
# Furin inh – blocks human furin protease activity; inhibition, % at 30 µM; hit rate 0.061% among 220,000; purified furin, fluorogenic substrate cleavage; in the data active means inhibition above about 25%; further: inactives centre near -15
# RBBP9 inh – blocks human serine hydrolase RBBP9; hit rate 0.2% among 220,000; O75884; inhibition, % at 7.94 µM; recombinant RBBP9, FP-Rh probe fluorescence polarization;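 active means inhibition above the campaign mean of all tested compounds plus 3 SD, cut at about 14% in these data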;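 further: plate controls were DMSO wells with RBBP9 for no effect and wells lacking RBBP9 protein for full effect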
# Target sequence (O75884 whole entry, looked up): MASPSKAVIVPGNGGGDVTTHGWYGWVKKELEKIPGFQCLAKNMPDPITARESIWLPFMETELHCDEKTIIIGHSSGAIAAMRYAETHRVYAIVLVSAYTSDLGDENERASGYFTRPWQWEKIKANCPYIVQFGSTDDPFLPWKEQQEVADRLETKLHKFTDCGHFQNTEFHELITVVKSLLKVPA
#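 System: RBBP9 protein / Buffer or medium: Tris/NaCl buffer pH 8.0 with 0.1% Pluronic / Probe or stimulus: Serine-hydrolase probe FP-Rh, 375 nM pre-mixing / Dosing: 7.94 µM single dose, 0.794% DMSO / Times: enzyme-compound preincubation 30 min, then probe labeling 45 min, 25 °C / Technique: fluorescence polarization (mP), excitation 525 nm, emission 598 nm / Replication: singlicate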
# Runt-SMMHC FRET – inhibitors of human RUNX1 Runt domain binding to CBFb-SMMHC | hit rate 0.74% among 220,000 | inhibition, % at 20 µM | AID 1434 | Q01196+Q13951 | Cerulean-Runt/Venus-CBFb-SMMHC FRET ratio 530/480, 1 h;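 active means mean inhibition across duplicate retests at 20 µM reaching about 50%, limit read from the data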;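 further: 0% = DMSO wells and 100% = wells with excess untagged CBFb-SMMHC; inhibitors lower the FRET ratio by blocking Runt binding to CBFb-SMMHC; some results filed as inactive read as strong as hits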
# Target sequence (Q01196 whole entry, looked up, the tested form may be a part): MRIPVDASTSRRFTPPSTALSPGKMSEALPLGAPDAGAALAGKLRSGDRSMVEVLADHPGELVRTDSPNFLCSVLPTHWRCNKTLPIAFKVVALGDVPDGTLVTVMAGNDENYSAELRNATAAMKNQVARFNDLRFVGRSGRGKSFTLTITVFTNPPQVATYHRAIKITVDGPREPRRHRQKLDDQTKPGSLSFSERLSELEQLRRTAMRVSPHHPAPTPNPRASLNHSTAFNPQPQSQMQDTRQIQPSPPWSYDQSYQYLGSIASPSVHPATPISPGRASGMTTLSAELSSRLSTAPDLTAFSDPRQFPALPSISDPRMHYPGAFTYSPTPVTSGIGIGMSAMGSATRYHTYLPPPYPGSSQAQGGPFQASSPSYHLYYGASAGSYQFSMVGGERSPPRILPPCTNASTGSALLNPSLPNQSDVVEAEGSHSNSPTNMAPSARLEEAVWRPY
# Target sequence (Q13951 whole entry, looked up, the tested form may be a part): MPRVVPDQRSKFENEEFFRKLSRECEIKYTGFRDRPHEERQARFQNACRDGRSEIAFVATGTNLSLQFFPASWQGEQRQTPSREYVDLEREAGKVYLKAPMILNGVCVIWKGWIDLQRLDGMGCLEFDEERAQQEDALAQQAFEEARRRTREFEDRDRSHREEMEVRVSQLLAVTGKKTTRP
# Runt-CBFb FRET – Runt domain-CBFb interaction inhibition. Cerulean-Runt/Venus-CBFb FRET ratio 530/480, 1 h. inhibition, % at 20 µM. hit rate 0.46% among 220,000. Q01196+Q13951;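 active means inhibition over about 50% at 20 µM in the single-dose screen, limit read from the data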;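 further: 0% = DMSO wells and 100% = excess unlabeled CBFb competitor control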
#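 Assay system: Cerulean-tagged RUNX1 Runt domain (FRET donor) fusion protein / Amount: 100 nM each of Venus-CBFb and Cerulean-Runt domain / Medium: Tris buffer pH 7.5 with salts and BSA / Also added: Venus-CBFb 100 nM / Schedule: 1 h complex formation plus 1 h compound treatment, room temperature / Signal: FRET fluorescence / Read-out: loss of energy transfer signal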
# p97 inhibitor – blocks human p97 ATPase activity; P55072; hit rate 0.42% among 220,000; recombinant p97 ATPase, Kinase-Glo ATP luminescence, 3 h; inhibition, % at 8 µM; in the data active means inhibition above about 15%;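 further: 0% = DMSO vehicle and 100% = wells lacking enzyme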
# Calpain2 inh – calpain II (pig) inhibition; hit rate 0.37% among 220,000; purified calpain II, fluorogenic peptide substrate, 30 min; inhibition, % at 16 µM; AID 1236;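 active means inhibition above about 50%, limit read from the data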
# TbHK1 inh – T. brucei hexokinase 1 inhibition; recombinant TbHK1, G6PDH-coupled NADH A340; inhibition, % at 10 µM; hit rate 0.11% among 220,000; AID 1430;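 active means inhibition of 50% or more in the single-dose primary screen; inactive means inhibition below 50%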
# EBV gp42 inh – inhibitors of Epstein-Barr virus glycoprotein 42. Q1HVG2. Fluorescence polarization binding assay, mP read-out. inhibition, % (tested at 21.74 µM). hit rate 0.42% among 220,000. AID 1085; in the data active means inhibition above about 50%
# Target sequence (Q1HVG2 whole entry, looked up): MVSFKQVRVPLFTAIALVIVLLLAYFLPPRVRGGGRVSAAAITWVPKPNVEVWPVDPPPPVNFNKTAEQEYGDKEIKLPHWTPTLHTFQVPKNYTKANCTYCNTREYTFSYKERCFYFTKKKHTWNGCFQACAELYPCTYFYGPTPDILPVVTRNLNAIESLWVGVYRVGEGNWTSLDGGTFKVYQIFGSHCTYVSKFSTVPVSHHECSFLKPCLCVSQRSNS
# p47phox inh – blocks human p47phox regulatory protein of NADPH oxidases. P14598. p47phox/p22phox peptide binding, fluorescence polarization, 2 h. inhibition, % at 24.7 µM. hit rate 0.53% among 220,000. AID 1274;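 active means inhibition above about 30%, limit read from the data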;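 further: 0% = p47phox with labelled peptide and 100% = labelled peptide alone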
# Starred values were filed as active, the others as inactive; i = inactive; · = not tested or not shown; [ ] = remark or other dose.
Furin inh | Runt-CBFb FRET | p47phox inh | EBV gp42 inh | Calpain2 inh | Runt-SMMHC FRET | RBBP9 inh | TbHK1 inh | p97 inhibitor | Compound
-31 | -3 | -8 | -4 | -96 | 1 | -1 | -8 | 5 | Cc1cc(C)cc(-n2c(C)c3c(C)nnc(C)c3c2C)c1
-6 | -1 | -11 | 5 | -34 | 0 | -10 | -29 | -1 | O=C(c1cnc2ccccn2c1=O)N1CCc2ccccc21
-11 | -2 | -4 | -15 | -3 | -4 | 3 | 35 | 6 | Cc1ccc(NC(N)=S)cc1
-6 | -3 | -18 | 1 | -10 | -2 | -4 | 23 | -5 | C/C=C/c1ccc(OCCCCOc2ccc(OC)cc2)c(OC)c1
-4 | 2 | -18 | -11 | -45 | 0 | -10 | -64 | 9 | Nc1nonc1-n1nnc(C(=O)N/N=C/C=C/c2ccccc2)c1CSC1=NCCS1
-14 | 1 | -3 | -9 | -15 | -4 | -7 | 5 | 4 | O=C(Cc1ccccc1)c1c[nH]c(C(=O)NCCCn2ccnc2)c1
-25 | 8 | -18 | -2 | -5 | 12 | 0 | -48 | 6 | COC(=O)c1ccc(CC(=O)c2ccc(O)cc2O)o1
-7 | 68* | -26 | -5 | -18 | 8 | -25 | 20 | 1 | CCOC(=O)c1ccc(N2C(=O)c3n[nH]c(-c4ccco4)c3C2c2ccc([N+](=O)[O-])cc2)cc1 (stereo not given)
-5[20 µM] | 1 | 1 | -23 | 16 | -2 | -1 | -16 | 1 | Cc1cccn2c(=O)c(/C=N/O)c(N3CCCC3)nc12
-23 | 4 | -12 | -5 | -3 | 1 | · | -26 | · | C[n+]1nc(Nc2ccccc2)sc1-c1ccc(C(=O)O)cc1
-18 | -2 | -10 | -9 | -18 | -5 | -3 | 3 | 10 | Cc1ccsc1C1CC(=O)NC2=C1C(=O)CC(C)(C)C2 (stereo not given)
-20[20 µM] | 1 | -11 | 6 | -77 | -2 | 4 | -3 | -4 | Nc1nc(-c2nc3ccccc3[nH]2)cs1
-3[20 µM] | -8 | 0 | -18 | 25 | 1 | -4 | -6 | 6 | Cc1cccc(-n2c(SCc3cc(=O)n4ccsc4n3)nc3ccccc3c2=O)c1
-9[20 µM] | 3 | -11 | -11 | -14 | -6 | -2 | 1 | 1 | O=C(CSc1nc2ccccc2o1)NC(=O)NCc1ccco1
-20[20 µM] | -1 | 2 | -9 | -4 | 0 | -5 | -30 | -4 | Cc1ccn2c(C(=O)c3ccc(Cl)cc3)cnc2c1
-12[20 µM] | 0 | 8 | -16 | -7 | -1 | -9 | -3 | 4 | CC1=NN(C(N)=S)C(=O)C1N=Nc1c(C)cc(C)cc1C (stereo not given)
-15[20 µM] | -1 | -17 | -8 | 8 | 0 | -8 | -2 | -5 | CC1(C)N=C(N)NC(Nc2ccccc2)=N1
-18 | 0 | 2 | -13 | 4 | -2 | -1 | -6 | 2 | O=C(CCNC(=O)Cn1ccc2ccccc2c1=O)NCc1ccccn1
-26 | 1 | 1 | 2 | -11 | 5 | 0 | 4 | -3 | CC(=O)NC1CC2CCCC(C1)N2C(=O)Nc1ccc(Cl)c(C(F)(F)F)c1 (stereo not given)
-11[20 µM] | -1 | -20 | -4 | 6 | 0 | 0 | -10 | 2 | Cn1cnnc1SC(C(=O)Nc1ccc(F)cc1)c1ccccc1 (stereo not given)
-6 | 1 | 0 | 3 | -5 | 0 | -3 | -8 | 0 | CCOc1ccc(/C=C(/NC(=O)c2ccccc2Cl)C(=O)O)cc1
-27[20 µM] | 2 | -5 | -26 | -7 | -7 | -5 | -1 | -4 | CN(c1cccc(NS(=O)(=O)c2cccs2)c1)S(C)(=O)=O
-17 | 0 | -12 | -7 | -15 | 3 | -1 | -22 | 6 | CN(C)/C=N/c1cc(=O)[nH]c(=O)n1CC1CC1
-15 | -9 | -20 | -12 | 29 | -7 | -2 | -8 | -3 | CCCCCOc1ccc(N2C(=O)CC(N(O)c3ccccc3)C2=O)cc1 (stereo not given)
-17 | 0 | -5 | -18 | 12 | -2 | -4 | -5 | 2 | COc1ccc(NC(=O)CCN2CCCCC2)cc1
-13 | -1 | 14 | -7 | -12 | 0 | 6 | -12 | 0 | Cc1ccc2nsnc2c1S(=O)(=O)N1CCN(C(=O)C2CCCO2)CC1 (stereo not given)
-12 | -1 | -18 | -15 | 7 | 1 | -2 | 1 | -2 | CC(=O)c1cccc(N(CC(=O)NCC2CCCO2)C(=O)CCC(=O)Nc2cc(C)on2)c1 (stereo not given)
-19 | -2 | -11 | -13 | -41 | 0 | -11 | -16 | -2 | O=c1c2[nH]c3ccc(Cl)cc3c2ncn1CCN1CCCCC1
-1 | -2 | 3 | 4 | -4 | -3 | -7 | -31 | 0 | CN1c2ccccc2C(=O)C(=C2SCCCS2)S1(=O)=O
-10[20 µM] | -1 | -22 | -17 | -8 | -6 | -9 | -2 | 0 | CC(=O)Nc1nc(C)nc(-c2ccccc2)c1C(C)=O
-9[20 µM] | -1 | -14 | 10 | -27 | 1 | -11 | -4 | 3 | Cc1cccc(N2C(=O)CC(SC(=Nc3ccccc3)Nc3ccccc3)C2=O)c1 (stereo not given)
4 | 0 | -5 | 2 | -37 | 2 | -5 | 5 | -2 | Cc1ccc(C(=O)NCCCn2ccnc2)o1
-15 | 0 | -13 | -16 | -91 | -6 | -2 | -13 | 2 | COc1ccc([N+](=O)[O-])cc1NC(=O)CSc1nccc(C)n1
-44 | 105* | -9 | -7 | i | 91* | -11 | -12 | 1 | COC(=O)C1=CN(Cc2cccs2)C=C(C(=O)OC)C1c1ccc(OC)cc1OC
-19 | 0 | -10 | -10 | 23 | 2 | -4 | 0 | 1 | CN(C)c1nc(OCCNC(=O)Nc2ccccc2)nc(N2CCCCC2)n1
-13 | -1 | -101 | -42 | -10 | -10 | -10 | -8 | -5 | Cc1cccc(N=C2NC(=O)/C(=C/c3cccn3C)S2)c1C
-11 | 1 | -4 | -4 | 7 | -5 | -9 | -3 | -1 | Cc1coc(=N)n1CC(=O)c1ccc(Cl)cc1
6 | 5 | -1 | 1 | 9 | 0 | -6 | 8 | -4 | CC1(C)CC(Nc2ccc(Nc3ccccc3)cc2)CC(C)(C)N1
-10 | -44 | -15 | 126* | -117 | -122 | -8 | -306 | 11 | COc1cc2c(cc1OC)-c1cc3ccc4c(c3c[n+]1CC2)OCO4
-15 | 3 | -9 | -28 | 4 | 1 | -14 | 1 | -5 | CC(C)NS(=O)(=O)c1ccc(CCC(=O)NCc2ccco2)cc1

# Two entries picked at random from the list so far:
Furin inh | Runt-CBFb FRET | p47phox inh | EBV gp42 inh | Calpain2 inh | Runt-SMMHC FRET | RBBP9 inh | TbHK1 inh | p97 inhibitor | Compound
-3[20 µM] | -8 | 0 | -18 | 25 | 1 | -4 | -6 | 6 | Cc1cccc(-n2c(SCc3cc(=O)n4ccsc4n3)nc3ccccc3c2=O)c1
-11[20 µM] | -1 | -20 | -4 | 6 | 0 | 0 | -10 | 2 | Cn1cnnc1SC(C(=O)Nc1ccc(F)cc1)c1ccccc1 (stereo not given)

# An excerpt from above in order of their number in p47phox inh, lowest first.
Furin inh | Runt-CBFb FRET | p47phox inh | EBV gp42 inh | Calpain2 inh | Runt-SMMHC FRET | RBBP9 inh | TbHK1 inh | p97 inhibitor | Compound
-7 | 68* | -26 | -5 | -18 | 8 | -25 | 20 | 1 | CCOC(=O)c1ccc(N2C(=O)c3n[nH]c(-c4ccco4)c3C2c2ccc([N+](=O)[O-])cc2)cc1 (stereo not given)
-11[20 µM] | -1 | -20 | -4 | 6 | 0 | 0 | -10 | 2 | Cn1cnnc1SC(C(=O)Nc1ccc(F)cc1)c1ccccc1 (stereo not given)
-25 | 8 | -18 | -2 | -5 | 12 | 0 | -48 | 6 | COC(=O)c1ccc(CC(=O)c2ccc(O)cc2O)o1
-9[20 µM] | -1 | -14 | 10 | -27 | 1 | -11 | -4 | 3 | Cc1cccc(N2C(=O)CC(SC(=Nc3ccccc3)Nc3ccccc3)C2=O)c1 (stereo not given)
-1 | -2 | 3 | 4 | -4 | -3 | -7 | -31 | 0 | CN1c2ccccc2C(=O)C(=C2SCCCS2)S1(=O)=O

# (more compounds)
Furin inh | Runt-CBFb FRET | p47phox inh | EBV gp42 inh | Calpain2 inh | Runt-SMMHC FRET | RBBP9 inh | TbHK1 inh | p97 inhibitor | Compound
-16 | 0 | 1 | 3 | -23 | 4 | -3 | -7 | 0 | O=[N+]([O-])c1cccc2c(N3CCOCC3)ccnc12
-15 | 1 | 11 | -12 | -4 | 0 | -3 | 32 | 3 | COc1cc(C(=O)NCC(=O)N/N=C(/C)c2cccs2)cc(OC)c1OC
-9 | 19 | -14 | -26 | -24 | 5 | -6 | -62 | 24* | Cc1cc(-c2n[nH]c(=S)n2/N=C/C=C/c2ccco2)n[nH]1
-16[20 µM] | -4 | 2 | 9 | 7 | 1 | 0 | 0 | -1 | NC(=O)c1ccc(C(F)(F)F)n(Cc2ccc(Cl)cc2)c1=O
-16[20 µM] | -3 | -2 | -3 | 12 | -3 | -7 | -1 | 0 | CCCC1(C(=O)OCC)NC(c2ccc(OC)cc2OC)C2C(=O)N(c3ccc4c(c3)OCCO4)C(=O)C21 (stereo not given)
-6[20 µM] | 1 | -7 | -8 | -56 | -7 | -3 | 1 | -5 | CCN(CC)CC(=O)c1ccc(-c2ccccc2)cc1
-17[20 µM] | 2 | -13 | -4 | -25 | 1 | -9 | -3 | 3 | COc1cc(NC(=O)Cn2c(-c3cncs3)nc3ccccc32)cc(OC)c1OC
-13 | -6 | -20 | -3 | -29 | -2 | -6 | 1 | -1 | CCCCOc1ccc(-c2cnc3ccccc3n2)cc1
-14 | -1 | -12 | -30 | 12 | 0 | 0 | -8 | 3 | O=C(CSc1ncnc2c1oc1ccccc12)Nc1cccc(F)c1
-7[20 µM] | 0 | -3 | -22 | -29 | -6 | 6 | -5 | 1 | CC(C)NS(=O)(=O)c1ccc(OCC(=O)NCC2CCCO2)c(Cl)c1 (stereo not given)
-3[20 µM] | -2 | -63 | -22 | -147 | 0 | -9 | 5 | -2 | Cc1cccc(-n2c(=O)[nH]c3c(C(N)=O)nc(C(C)C)nc32)c1
-6 | 3 | -10 | 10 | 15 | -3 | -3 | 3 | -3 | Cc1ccc(CNC(=O)CC2Nc3c4ccccc4nc(=S)n3C2=O)cc1 (stereo not given)
-9[20 µM] | 4 | 0 | -1 | -16 | 9 | -1 | 6 | -3 | CCN(CC)c1ccc(C2CC(=O)Nc3cc(OC)c(OC)cc32)cc1 (stereo not given)
-5[20 µM] | 2 | -3 | -8 | -9 | -4 | -2 | 0 | -1 | Cc1cc(C)cc(NCc2cc3c(cc2[N+](=O)[O-])OCO3)c1
-26 | -2 | -16 | -22 | 10 | 1 | 6 | 7 | 5 | O=S(=O)(c1ccccc1)N1CCN(C2CCN(Cc3ccccc3)CC2)CC1
-8 | -3 | -2 | -10 | 15 | -4 | 0 | 31 | 0 | CS(=O)(=O)N(Cc1ccc(Cl)cc1)c1ccc(C(=O)NCCSc2ccccn2)cc1
-14[20 µM] | -2 | -9 | -6 | 5 | -2 | -1 | 8 | -1 | Cc1cccc(-n2nnnc2SCc2csc(-c3ccccc3)n2)c1
-8 | 0 | 0 | -7 | 8 | -1 | -9 | -4 | 1 | Cc1ccc(NC(=O)C2C3/C=C\CCCCC32)cc1 (stereo not given)
-17[20 µM] | -1 | -2 | -11 | -57 | 1 | 3 | -4 | 4 | CCOC(=O)C1CCCN(Cc2nc(N)nc(Nc3ccc(Cl)cc3)n2)C1 (stereo not given)
8 | 5 | -23 | -6 | 35 | -2 | -2 | -42 | -1 | CC(=O)c1cccc(Nc2cc(C)nc3ccc(C)cc23)c1

# Outcome played no part in choosing rows (roughly 2.7% active in at least one column).
